STAT3 blocker: inhibitors of IL-6 induced STAT3 signaling; U3A cells, IL-6 STAT3-luciferase reporter, luminescence; host cell line lacks STAT1; inhibition, % at 5.5 µM; 190,000 compounds, 0.89% hits;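 active = inhibition above the mean inhibition across all screened compounds plus 3 SD, cut at about 44% in these data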;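 also: 0% = DMSO only wells and 100% = 100 µM nifuroxazide control wells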
STAT1 activator: STAT1 signaling activation; AID 932; activation (% of control), % at 5.5 µM; 200,000 compounds, 2.6% hits; NIH 3T3 STAT1-luciferase reporter, IFN-gamma, luminescence; 100% = IFN-gamma alone, no compound;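 active = activation above the screen-wide mean activation plus 3 SD, cut at about 130% in these data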;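 also: raw ratio to IFN-gamma control signal so 100% means no change and 0% no light; values of inactives mirror those of a sister screen read the other way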
APP 5'UTR act: APP 5'UTR luciferase reporter activation | SH-SY5Y APP 5'UTR luciferase reporter, luminescence; zero percent = DMSO vehicle wells | activation, % at 2 µM | 190,000 compounds, 1% hits | AID 1276;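 active = activation above a set limit, based on mean plus 3 SD of controls, cut at about 140% in these data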; also: values of inactives mirror those of a sister screen read the other way
STAT3 activator: STAT3 signaling activation. U3A cells, IL-6 STAT3-luciferase reporter, luminescence; 100% = signal with IL-6 EC80 alone. 190,000 compounds, 0.91% hits. activation (% of control), % at 5.6 µM;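 active = activation above the screen-wide mean of compound activation plus 3 SD, cut at about 130% in these data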;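 also: 0% = background luminescence of wells with medium and substrate only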
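Test system: human U3A cells carrying STAT3-luciferase construct; control set: IL-6-only wells as 100% reference; timing: compound pre-incubation 1 h before IL-6, then 6 h stimulation at 37 °C; also added: IL-6 stimulus at 33 ng/mL final; evaluation: % activation versus median of IL-6-stimulated wells; detection: reporter luminescence signal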
NF-kB expr up: raises NF-kB expression in human neuronal cells; NF-kB reporter expression; hits give high values; fold change at 12.5 µM; 190,000 compounds, 1.6% hits; AID 1239; in the data active = fold change above about 3.3
DTT redox prof: compounds producing H2O2 with reducing agent – biochemical, NIH compound library profiling, artefact control for MLSCN library redox annotation, primary screen; DTT-dependent redox cycling H2O2, phenol red/HRP absorbance; 100% = 100 µM peroxide control, 0% = buffer; activation, % at 10 µM; 200,000 compounds, 0.03% hits; AID 878;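 active = activation of at least 50% relative to the plate's high and low controls in the primary single-dose screen; inactive = activation below 50%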;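 also: compound incubated with DTT at 0.8 mM final as the reducing agent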
Hsp70 act: switches on Hsp70 transcription; HeLa Hsp70 promoter luciferase reporter, luminescence; scaled: vehicle 0, proteasome-inhibitor control 100%; activation, % at 10 µM; 200,000 compounds, 0.04% hits;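 active = activation above the mean across all tested compounds plus 3 SD, cutoff set per campaign, cut at about 5.5% in these data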;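 also: 100% = MG132 at 30 µM as the positive control and 0% = DMSO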
TLR4 MyD88 comp: inhibitors of human TLR4-MyD88 binding. O00206+Q99836. HeLa CL3-4 TLR4/MyD88 BLA complementation, FRET ratio. inhibition, % at 8.4 µM. 200,000 compounds, 0.18% hits. AID 861; in the data active = inhibition above about 25%;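 also: 0% = vehicle and 100% = reference inhibitor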
Target sequence (O00206 whole entry, looked up): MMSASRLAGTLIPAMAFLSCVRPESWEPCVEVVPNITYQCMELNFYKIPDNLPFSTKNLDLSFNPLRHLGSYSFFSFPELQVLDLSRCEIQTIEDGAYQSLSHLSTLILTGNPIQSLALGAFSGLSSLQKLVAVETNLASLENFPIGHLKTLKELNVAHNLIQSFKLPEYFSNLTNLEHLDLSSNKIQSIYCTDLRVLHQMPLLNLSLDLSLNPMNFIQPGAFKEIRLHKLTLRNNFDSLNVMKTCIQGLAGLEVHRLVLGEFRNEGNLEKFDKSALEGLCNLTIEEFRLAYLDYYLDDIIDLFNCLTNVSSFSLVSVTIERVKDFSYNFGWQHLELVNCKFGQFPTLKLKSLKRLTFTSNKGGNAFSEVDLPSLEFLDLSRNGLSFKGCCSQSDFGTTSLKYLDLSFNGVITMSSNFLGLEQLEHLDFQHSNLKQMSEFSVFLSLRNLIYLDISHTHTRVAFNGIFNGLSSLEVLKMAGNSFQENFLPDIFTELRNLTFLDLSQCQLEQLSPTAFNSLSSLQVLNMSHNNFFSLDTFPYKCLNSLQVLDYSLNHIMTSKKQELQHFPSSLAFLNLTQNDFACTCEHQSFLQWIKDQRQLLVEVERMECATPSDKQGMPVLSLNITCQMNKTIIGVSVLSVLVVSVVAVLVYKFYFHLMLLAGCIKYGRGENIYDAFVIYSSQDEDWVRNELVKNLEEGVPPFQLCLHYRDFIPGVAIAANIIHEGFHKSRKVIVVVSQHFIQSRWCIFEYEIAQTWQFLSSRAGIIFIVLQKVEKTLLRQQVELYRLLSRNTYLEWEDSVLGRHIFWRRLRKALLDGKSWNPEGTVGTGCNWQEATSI
Target sequence (Q99836 whole entry, looked up): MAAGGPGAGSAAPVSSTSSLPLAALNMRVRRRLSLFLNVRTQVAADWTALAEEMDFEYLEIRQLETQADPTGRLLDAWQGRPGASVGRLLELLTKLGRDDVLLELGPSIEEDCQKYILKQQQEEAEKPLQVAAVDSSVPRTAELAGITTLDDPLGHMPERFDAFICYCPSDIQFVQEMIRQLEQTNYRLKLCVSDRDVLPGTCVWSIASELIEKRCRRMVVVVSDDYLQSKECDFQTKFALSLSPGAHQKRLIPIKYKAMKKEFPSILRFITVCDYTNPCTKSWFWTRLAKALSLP
Efa HMGR inh: blocks class II HMG-CoA reductase of Enterococcus faecalis | AID 1066 | purified E. faecalis HMGR, NADPH absorbance 340 nm kinetic | inhibition, % at 10 µM | 190,000 compounds, 0.41% hits;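 active = inhibition above a set limit, the median over all tested compounds plus 3 SD, cut at about 9.5% in these data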;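 also: enzyme runs in reverse so mevalonate oxidation gives rising NADPH absorbance; 0% = complete reaction with DMSO and 100% = background rate lacking mevalonate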
STAT1 inh: STAT1 signaling inhibition; 200,000 compounds, 0.35% hits; AID 920; NIH 3T3 STAT1-luciferase reporter, IFN-gamma, luminescence; inhibition, % at 5.5 µM;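 active = inhibition above a set limit, the mean inhibition across all tested compounds plus 3 SD, cut at about 34% in these data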;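 also: 0% = IFN-gamma with DMSO and 100% = IFN-gamma with 300 µM nifuroxazide; values of inactives mirror those of a sister screen read the other way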
* = called active by the depositor; / = not tested or not shown.

SMILES	STAT3 blocker	STAT1 activator	APP 5'UTR act	STAT3 activator	NF-kB expr up	DTT redox prof	Hsp70 act	TLR4 MyD88 comp	Efa HMGR inh	STAT1 inh
Cc1cccnc1NC(=S)NCc1ccco1	9	97	21	98	1.1	-0.5	1.0	0	1	2
COc1ccc(Cl)cc1S(=O)(=O)Oc1ccc(NC(C)=O)cc1	10	109	4	95	1	-0.2	-0.1	2	-5	-7
CCOC(=O)c1c(C)[nH]c(C(=O)N/N=C/c2ccc(Br)cc2)c1C	-36	102	-95	129	1.1	-0.2	0.1	3	0	-2
O=C(N/N=C\c1ccc(OC(=O)c2ccco2)cc1)c1ccc(Cl)cc1	6	107	6	98	1.4	-1.0	-0.1	1	2	-10
CCOc1cc(C=O)ccc1OS(=O)(=O)c1ccc(NC(C)=O)cc1	-1	99	-21	101	1.1	-0.2	-0.4	10	-1	1
CCC(C)N1C(=O)/C(=C/c2c(NCCCOC(C)C)nc3c(C)cccn3c2=O)SC1=S (configuration not stated)	18	98	0	88	0.75	4.1	-0.4	22	-4	3
CCOC(=O)CN1C(=O)N[C@@H](c2ccccc2)C(C(=O)OC)=C1C	-2	106	10	99	1.4	0.6	-0.1	-6	-1	-6
CC(=O)Nc1cccc(NC(=O)CSc2nc3ccccc3o2)c1	7	98	14	98	1.4	-0.2	-0.3	2	-2	3
Cc1ccc(S(=O)(=O)N2CCN(CC(=O)NC3CCCc4ccccc43)CC2)c(C)c1 (configuration not stated)	3	96	-12	98	0.93	0.2	-0.3	-5	-4	4
COc1ccccc1NC(=O)CSc1nc2nc(C)cc(C)c2c(=O)[nH]1	1	95	-9	102	1.1	-0.6	-0.2	4	-2	6
Cc1ccc(C(=O)c2ccc([N+](=O)[O-])cc2)cc1C	11	102	2	92	1.4	-2.5	-0.2	0	-6	-3
Cc1nc(SCC(=O)NCc2ccco2)c2c(=O)n(C)c(=O)n(CC(C)C)c2n1	14	97	6	92	1.1	0.4	0.3	5	-3	-1
CC(Sc1nc(NC(C)(C)C)nc(N(C)C)n1)C(=O)Nc1ccccc1 (configuration not stated)	4	105	-24	100	1.1	-1.7	-0.4	1	-1	-7
CN1/C(=C/C(=O)c2nc(S(C)(=O)=O)ncc2Cl)C(C)(C)c2ccccc21	-13	91	-57	115	1.6	0.3	0.2	36*	-9	10
COC(=O)C(NC(=O)c1ccc(F)cc1)(Nc1ncc(S(=O)(=O)c2ccc([N+](=O)[O-])cc2)s1)C(F)(F)F (configuration not stated)	8	108	7	101	0.86	1.9	-0.1	-3	7	-1
O=C(N/N=C/c1ccc(O)cc1)c1cc(-c2ccc3c(c2)OCO3)n[nH]1	-7	107	12	106	0.85	0.2	0.4	-4	1	-8
Cc1cc(C)cc(N(C(C)C(=O)Nc2c(C)n(C)n(-c3ccccc3)c2=O)S(C)(=O)=O)c1 (configuration not stated)	-6	99	8	106	1.2	1.3	-0.6	-6	-7	1
COC(=O)c1ccc(NC(=O)CSc2nnc(COc3c(C)cccc3C)o2)cc1	8	97	/	94	1.2	0.4	-0.2	3	-6	5
Cc1ccc(OCCSc2nnc(-c3cccs3)n2C)cc1	17	98	10	89	1.4	0.5	-0.2	6	-4	-5
Cc1cccc(N(CC(=O)NC2CCCCC2)C(=O)Cn2nnc(-c3ccc(C)o3)n2)c1	10	102	3	96	0.91	0.2	0.1	6	-7	-6
C#CCN1C(=O)S/C(=C/c2cc(C)n(CC)c2C)C1=O	0	199*	118	100	1.9	1.1	0.1	0	2	-109
N#CCCN1CCN(S(=O)(=O)c2ccc(S(=O)(=O)NC3CCCCC3)cc2)CC1	5	101	-5	100	1	-0.4	-0.1	-9	-4	-1
O=C(CN1CCN(c2ccc(O)cc2)CC1)Nc1cc(S(=O)(=O)N2CCCC2)ccc1Cl	-2	91	-14	104	1.9	-0.3	0.1	-6	1	8
N#C/C(=C\c1ccc(N2CCOCC2)o1)c1nc2ccccc2[nH]1	66*	160*	156*	45	2.6	3.0	0.3	1	-1	-66

By substructure: those above containing a nitro group on carbon (2)
SMILES	STAT3 blocker	STAT1 activator	APP 5'UTR act	STAT3 activator	NF-kB expr up	DTT redox prof	Hsp70 act	TLR4 MyD88 comp	Efa HMGR inh	STAT1 inh
Cc1ccc(C(=O)c2ccc([N+](=O)[O-])cc2)cc1C	11	102	2	92	1.4	-2.5	-0.2	0	-6	-3
COC(=O)C(NC(=O)c1ccc(F)cc1)(Nc1ncc(S(=O)(=O)c2ccc([N+](=O)[O-])cc2)s1)C(F)(F)F (configuration not stated)	8	108	7	101	0.86	1.9	-0.1	-3	7	-1

Going on with the list:
SMILES	STAT3 blocker	STAT1 activator	APP 5'UTR act	STAT3 activator	NF-kB expr up	DTT redox prof	Hsp70 act	TLR4 MyD88 comp	Efa HMGR inh	STAT1 inh
CCOc1ccc(Cl)cc1CNc1nnnn1C	20	98	-3	90	1.1	0.0	-0.1	6	-6	1
COc1ccc(NC(=O)N2CCN(c3ccc([N+](=O)[O-])cc3)CC2)cc1	17	83	1	87	1.6	0.1	-0.1	0	5	17
CS(=O)(=O)N1CCN(c2ccc(Cl)cc2[N+](=O)[O-])CC1	24	79	/	80	1.1	-0.5	-0.3	-6	-5	24
CC(=O)N(c1ccc(Cl)cc1)c1nc(C)cc(C)c1C#N	-1	98	1	103	1.1	-0.6	-0.2	-11	0	1
COc1ccc(N(CC(=O)N/N=C(\C)c2cccs2)S(=O)(=O)c2ccccc2)cc1Cl	0	104	-12	104	0.91	0.1	-0.3	1	-7	-2
Cc1ccccc1OCC(=O)NC(=S)Nc1ccc2c3c(cccc13)CC2	5	92	10	97	1.2	-1.2	0.0	-8	-3	9
Cc1ccc2nc3sc(-c4nnc(-c5ccccc5[N+](=O)[O-])o4)c(N)c3cc2c1	28	89	-5	82	0.9	-1.3	0.5	3	9	14
CNCC/C=C1/c2ccccc2CSc2ccccc21	5	95	-29	99	0.9	0.4	-0.3	-4	-4	9
CCOC(=O)c1sc(=NC(=O)CCSc2ccccc2)n(C)c1C	-5	136*	29	104	0.99	0.1	0.0	-1	2	-38
CC(C)N1C(=O)C2ON(c3ccccc3)C(c3cccs3)C2C1=O (configuration not stated)	13	92	-13	91	1.2	-0.3	0.7	-1	1	9
CCN(CC)S(=O)(=O)c1cccc(C(=O)N/N=C/c2cc(OC)c(O)c(OC)c2)c1	-6	107	11	105	0.95	-0.1	-0.4	-6	3	-7
CCOC(=O)/C=C1\SCC(=O)N1CC(=O)NCc1ccc(OC)c(OC)c1	14	101	-11	93	1.4	0.3	0.1	-11	0	-2

APP 5'UTR act, hit marks shown above.
SMILES | STAT1 activator | APP 5'UTR act | STAT3 activator | NF-kB expr up | DTT redox prof | Hsp70 act | TLR4 MyD88 comp | Efa HMGR inh | STAT1 inh
N#C/C(=C\c1ccc(N2CCOCC2)o1)c1nc2ccccc2[nH]1 | 160* | 156* | 45 | 2.6 | 3.0 | 0.3 | 1 | -1 | -66

Part of the list above, set out differently:
Each structure is followed by: STAT3 blocker | STAT1 activator | APP 5'UTR act | STAT3 activator | NF-kB expr up | DTT redox prof | Hsp70 act | TLR4 MyD88 comp | Efa HMGR inh | STAT1 inh
> CNCC/C=C1/c2ccccc2CSc2ccccc21
→ 5 | 95 | -29 | 99 | 0.9 | 0.4 | -0.3 | -4 | -4 | 9
> CCOC(=O)c1sc(=NC(=O)CCSc2ccccc2)n(C)c1C
→ -5 | 136* | 29 | 104 | 0.99 | 0.1 | 0.0 | -1 | 2 | -38
> CC(C)N1C(=O)C2ON(c3ccccc3)C(c3cccs3)C2C1=O (configuration not stated)
→ 13 | 92 | -13 | 91 | 1.2 | -0.3 | 0.7 | -1 | 1 | 9

Next section
SMILES	STAT3 blocker	STAT1 activator	APP 5'UTR act	STAT3 activator	NF-kB expr up	DTT redox prof	Hsp70 act	TLR4 MyD88 comp	Efa HMGR inh	STAT1 inh
CCOC(=O)C1(Cc2ccccc2C(F)(F)F)CCN(CC(O)CO)CC1 (configuration not stated)	-6	108	7	109	1.1	12	-0.1	3	-9	-11
O=C(CN1CCN(Cc2ccccc2)CC1)c1c[nH]c2ccccc12	-42	97	-11	138*	1	1.9	-0.5	-4	-5	3
CCN1CCN(C(=S)Nc2ccc(Cl)cc2Cl)CC1	-1	91	-10	101	1.3	-0.3	-0.1	5	1	2
C=CCN1C(=O)C(C)(C)N(C(C)=O)c2ccccc21	10	105	17	99	1.1	0.3	0.3	-5	-3	-6
CCCCN(CC)C(=O)CSc1nc2ccccc2c(=O)n1CC1COc2ccccc2O1 (configuration not stated)	8	103	-12	97	0.52	2.8	-0.1	2	-2	-4
O=[N+]([O-])c1cccc(-c2nc(-c3ccccc3)no2)c1	-44	138*	118	140*	3.8*	-1.1	0.0	9	0	-43
Clc1ccc(NCc2nncn2-c2ccccc2)cc1	4	111	-2	98	1.1	2.1	-0.2	-1	-4	-12
COc1ccc(C(=O)CCNc2ccc(C)c(Cl)c2)cc1	3	101	10	96	1.1	1.4	-0.3	-2	-7	-1
O=C(C1CC1)N1CCN(c2nc3ccccc3s2)CC1	12	131*	94	90	2.2	3.0	0.0	3	-7	-34
O=C(CSc1ccc(-c2ccccc2)nn1)c1ccccc1	18	124	60	86	2	0.2	-0.1	5	-5	-27
COC(=O)c1ccc(C)c(NC(=O)Cc2ccc([N+](=O)[O-])cc2)c1	6	110	-18	98	1.2	0.2	-0.3	17	4	-13
O=C(c1ccccc1)N1CCN(C(=O)N2CCCCC2)CC1	5	100	-17	101	1.3	-2.5	-0.1	5	-1	1
Cc1nn(CC(=O)NC2C(=O)N3C(C(=O)O)=C(CSc4nnnn4C)CSC23)cc1Br (configuration not stated)	6	103	-1	100	1.3	-0.9	-0.2	3	-2	-3
Cc1cc2c(=O)n(NC(N)=O)c(C)nc2s1	3	100	5	101	0.99	-0.3	0.1	-5	-2	0
COc1cc(/C=C/C(=O)O)cc(S(=O)(=O)NCc2ccc3c(c2)OCO3)c1OC	3	100	4	102	1.1	0.2	-0.2	1	-4	-1
CCOc1ccc(Cl)cc1S(=O)(=O)n1cnc2cc(C)c(C)cc21	8	102	2	96	1.1	-0.1	-0.1	-5	-4	-2

Some values from above:
In Efa HMGR inh, `COc1cc(/C=C/C(=O)O)cc(S(=O)(=O)NCc2ccc3c(c2)OCO3)c1OC` is listed with -4
In STAT3 activator, `Cc1nn(CC(=O)NC2C(=O)N3C(C(=O)O)=C(CSc4nnnn4C)CSC23)cc1Br` (configuration not stated) is listed with 100
In STAT3 activator, `CCOc1ccc(Cl)cc1S(=O)(=O)n1cnc2cc(C)c(C)cc21` is listed with 96

Outcome played no part in choosing rows; 5.6% or so of the library scored in one or more.
